SR-BI DiI inh: inhibitors of SR-BI mediated HDL lipid uptake, primary screen, ldlA[mSR-BI] cells, fluorescence, single point; 0.96% of 320,000 active; inhibition, % at 12.5 µM; Scavenger receptor class B member 1 (Mus musculus), Q61009; ldlA[mSR-BI] CHO cells, DiI-HDL uptake fluorescence, 3 h; AID 488896, 2010;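 active = mean replicate inhibition of at least 70% and a set share of replicates each scoring 70 or more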;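 note: 0% = median of neutral control wells and 100% = median of positive control wells; values of inactives mirror those of a sister screen read the other way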
dFosB act: activators of delta FosB homodimer, primary screen, biochemical, fluorescence polarization, TAMRA-CDK5 oligo, single point; Protein FosB (Mus musculus), P13346; purified delta FosB; percent of positive-control signal above neutral wells; activation, % at 25 µM; 0.99% of 340,000 active; AID 493131, 2011;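 active = mean activation above about 17%, with every replicate also reaching it, limit read from the data, passing the limit was not always enough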;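 note: fluorescence polarization rise as delta FosB binds a TAMRA Cdk5 AP-1 oligo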
Target sequence (P13346 whole entry, looked up): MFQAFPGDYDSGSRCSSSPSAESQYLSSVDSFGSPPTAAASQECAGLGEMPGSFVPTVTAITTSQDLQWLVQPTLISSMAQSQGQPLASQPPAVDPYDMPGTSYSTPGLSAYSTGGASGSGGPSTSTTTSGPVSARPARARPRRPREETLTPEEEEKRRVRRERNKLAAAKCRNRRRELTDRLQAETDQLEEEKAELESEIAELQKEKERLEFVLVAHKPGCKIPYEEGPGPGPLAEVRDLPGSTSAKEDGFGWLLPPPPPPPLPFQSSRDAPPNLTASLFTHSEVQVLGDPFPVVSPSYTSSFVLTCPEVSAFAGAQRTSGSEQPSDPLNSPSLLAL
CDK5 inh: inhibitors of human CDK5/p35 kinase, primary screen, biochemical, single concentration. Cyclin-dependent kinase 5 (Homo sapiens) + Cyclin-dependent kinase 5 activator 1 (Homo …. Recombinant CDK5/p35, ADP-Glo luminescence, 60 min. inhibition, % at 10 µM. 0.01% of 330,000 active. AID 488839, 2010;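 active = highest replicate inhibition of at least 50% and at least 75% of replicates reaching 50%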;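 note: plate controls were DMSO neutral control for no effect and GW8510 at 10 µM for full effect; many of its hits are not listed in these tables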
Target sequence (Q00535 whole entry, looked up): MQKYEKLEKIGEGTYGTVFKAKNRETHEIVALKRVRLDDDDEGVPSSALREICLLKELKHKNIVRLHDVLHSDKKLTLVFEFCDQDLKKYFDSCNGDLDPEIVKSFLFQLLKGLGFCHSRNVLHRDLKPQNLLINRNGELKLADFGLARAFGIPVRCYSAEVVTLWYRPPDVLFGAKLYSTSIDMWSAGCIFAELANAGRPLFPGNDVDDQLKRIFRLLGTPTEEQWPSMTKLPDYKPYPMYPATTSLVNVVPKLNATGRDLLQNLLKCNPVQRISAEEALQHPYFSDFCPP
Target sequence (Q15078 whole entry, looked up): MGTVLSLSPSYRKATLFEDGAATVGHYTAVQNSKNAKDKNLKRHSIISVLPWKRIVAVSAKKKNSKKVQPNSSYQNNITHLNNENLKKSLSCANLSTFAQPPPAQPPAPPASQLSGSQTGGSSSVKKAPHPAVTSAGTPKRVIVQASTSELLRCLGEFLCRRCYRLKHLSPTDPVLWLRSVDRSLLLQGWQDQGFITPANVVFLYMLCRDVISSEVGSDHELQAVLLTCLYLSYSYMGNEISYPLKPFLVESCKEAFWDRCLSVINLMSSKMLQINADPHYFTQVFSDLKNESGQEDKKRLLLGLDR
MITF TRPM1 HTS: activators of MITF-driven TRPM1 promoter reporter, primary screen, cell-based, SK-MEL-5, luciferase, single point | SK-MEL-5 TRPM1-promoter luciferase, 24 h; % of positive control, neutral wells = 0 | activation, % at 12.5 µM | 0.75% of 300,000 active;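 active = mean activation of at least 80% with every replicate also reaching 80%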;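 note: 0% = neutral control wells and 100% = parthenolide positive control wells; values of inactives mirror those of a sister screen read the other way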
SR-BI DiI-HDL act: activators of SR-BI mediated DiI-HDL uptake, primary screen, ldlA[mSR-BI] CHO cells, DiI fluorescence | 3 h; 100 = double the neutral-control signal | activation, % at 12.5 µM | 0.096% of 320,000 active;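 active = mean replicate activation of at least 60% and every replicate at or above 60%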;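 note: 0% = median plate neutral-control signal and 100% = twice that signal; values of inactives mirror those of a sister screen read the other way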
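Material – SR-BI-overexpressing, LDLR-lacking CHO cells · Medium – BSA-supplemented, HEPES-buffered Ham's F12, pH 7.4 · Doses – single concentration · Times – compound with DiI-HDL co-incubation, 3 h at 37 °C · Measured by – bottom-read fluorescence, 550/595 nm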
PKA-R1A act: activators of PKA-R1A holoenzyme, primary screen, biochemical, fluorescence polarization, Cy5-IP20, bovine R1A, mouse PKAc; activation, % at 11.4 µM; AID 504707, 2011; 0.083% of 340,000 active; PKA-R1A dissociation; scaled: DMSO 0%, 113 µM cGMP 100%; cAMP-dependent protein kinase type I-alpha regulatory subunit (Bos taurus) + …;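 active = percent activation above the mean of all tested compounds plus 3 SD, cut at about 19% in these data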;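 note: higher means more PKAc released from R1A so a rise in polarization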
Pemphigus Ab inh: inhibitors of pemphigus antibody binding to DSG3, primary screen, biochemical, bead-based, flow cytometry, scFv-GFP | DSG3-coupled beads, scFv-anti-DSG3-GFP binding; stronger effect = lower value | 0.48% of 310,000 active | Desmoglein-3 (Homo sapiens), P32926 | binding (percent of control), % at 10 µM | AID 588358, 2011;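 active = binding more than 3 SD below its plate's average and above zero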;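 note: hits lower antibody fragment binding to DSG3; some compounds called inactive have numbers as strong as hits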
PKA-R2B act: activators of PKA-R2B holoenzyme, primary screen, biochemical, fluorescence polarization, Cy5-IP20, human; cAMP-dependent protein kinase catalytic subunit beta (Homo sapiens) + cAMP-dependent …; PKA-R2B holoenzyme dissociation; R2B truncated from residue 108, S112A mutant; 0% DMSO only, 100% 113 µM cGMP; AID 504700, 2011; activation, % at 11.4 µM; 0.079% of 340,000 active;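 active = activation above a cutoff set at the mean over all compounds plus 3 SD, cut at about 18% in these data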;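 note: higher means more holoenzyme dissociation and a rise in polarization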
SUMO Mot1 rescue: yeast Mot1-301 growth rescue at high temperature, primary screen, SUMOylation pathway inhibitor project, S. cerevisiae, ATP luminescence, 38.5C; 1% of 320,000 active; S. cerevisiae Mot1-301 growth rescue; percent above DMSO median, 100 means doubled; growth rescue, % at 18.8 µM;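 active = every valid replicate shows activation above 250% relative to neutral control wells; inactive = the rest, any valid replicate at or below 250%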;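 note: OY570 slx delta 5 strain wells were the positive control but not used for scaling; some compounds called inactive have numbers as strong as hits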
Arr AP2 block: inhibitors of beta-arrestin/AP2 binding, primary screen, biochemical, GPCR trafficking, flow cytometry; beta-arrestin 1 C-terminal peptide binding to AP2 beta2-adaptin appendage (human); FITC-arrestin peptide / GST-AP2 beads; AP2 beta2 appendage carries R879A mutation; inhibition, % at 10 µM; 0.31% of 340,000 active; AID 504490, 2011;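 active = inhibition above a set limit, near 3 SD of compounds lacking own fluorescence, cut at about 54% in these data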;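 note: plate controls were DMSO wells for no effect and 5 µM unlabelled arrestin peptide for full effect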
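test system = AP2 appendage R879A on GSH beads | buffer or medium = PBS plus Tween 20 (0.05%) and BSA (0.1%) | incubation = 12 min plus 1 h, RT | detection = bead flow cytometry, FITC channel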
NSD2 HMT inh: NSD2 histone methyltransferase inhibitors, primary screen, biochemical, AlphaScreen, single concentration, set 2 | Histone-lysine N-methyltransferase NSD2 (Homo sapiens), O96028 | NSD2 peptide methylation, 120 min | inhibition, % at 12.5 µM | 0.54% of 310,000 active | AID 743445, 2014; in the data active = inhibition above about 50%
* = called active by the depositor; . = no result given.

The opening 14 compounds as a preview:
SMILES	SR-BI DiI inh	dFosB act	CDK5 inh	MITF TRPM1 HTS	SR-BI DiI-HDL act	PKA-R1A act	Pemphigus Ab inh	PKA-R2B act	SUMO Mot1 rescue	Arr AP2 block	NSD2 HMT inh
COc1ccc(C(=O)CN2C(=O)NC3(CCCCC3)C2=O)cc1OC	4	-3	0.1	3	-4	-19	97	1	-11	-17	1
COc1ccc(OC)c(NC(=O)CCNC(=O)Cn2ccc3ccccc3c2=O)c1	.	4	-6.4	-13	.	-7	.	3	131	-5	5
O=C1Nc2ccccc2S/C1=C/Nc1cccc(Cl)c1	57	1	1.4	.	-57	7	96	11	.	6	2
O=C1C2=C(Nc3ccccc3SC2c2ccco2)c2ccccc21 (configuration not stated)	45	-15	1.6	-10	-45	-2	106	4	.	20	4
Cc1cc(C(F)(F)F)nn1CC(=O)NNC(=S)Nc1cccc(Cl)c1	11	-9	3.2	2	-11	12	98	2	-17	-6	-1
CCC(c1c(C)n(C)n(-c2ccccc2)c1=O)c1c(C)n(C)n(-c2ccccc2)c1=O	2	-8	-0.6	.	-2	-15	100	-1	-9	5	-2
O=C(c1cc2nc(-c3ccco3)cc(C(F)(F)F)n2n1)N1CCCCCC1	8	-7	0.8	6	-8	-5	98	-6	51	33	-5
CC(C)(C)CC(=O)NC(=S)N1CCCCCC1	14	3	2.4	6	-14	6	106	4	1	29	-1
CC(C)(O)C#Cc1ccc(C(=O)NCc2cccs2)s1	-7	0	-0.5	21	7	-14	.	-5	-2	0	-2
COc1ccc(NC(=O)CSc2nnc(C)n2Cc2ccccc2)cc1	9	0	0.9	-1	-9	-3	103	-8	-12	2	1
CN(CC(=O)NCCCN1CCOCC1)S(=O)(=O)c1cc(Cl)ccc1Cl	10	-3	-0.6	2	-10	-1	113	-2	-7	64*	0
Nc1cc2c(cc1[N+](=O)[O-])OCCOCCOCCO2	-11	-4	0.7	-4	11	1	.	-13	-27	10	4
COC(=O)[C@]1(Cc2ccccc2)N[C@H](CN(C)C(C)=O)[C@@H]2C(=O)N(C)C(=O)[C@@H]21	-23	4	-2.2	0	23	0	94	-5	.	-4	.
CCc1cc(=O)oc2cc(C)cc(OCC(=O)NCc3ccncc3)c12	-5	-8	-1.9	0	5	-1	103	-2	3	-6	5

Results, previewed entries included:
SMILES	SR-BI DiI inh	dFosB act	CDK5 inh	MITF TRPM1 HTS	SR-BI DiI-HDL act	PKA-R1A act	Pemphigus Ab inh	PKA-R2B act	SUMO Mot1 rescue	Arr AP2 block	NSD2 HMT inh
COc1ccc(C(=O)CN2C(=O)NC3(CCCCC3)C2=O)cc1OC	4	-3	0.1	3	-4	-19	97	1	-11	-17	1
COc1ccc(OC)c(NC(=O)CCNC(=O)Cn2ccc3ccccc3c2=O)c1	.	4	-6.4	-13	.	-7	.	3	131	-5	5
O=C1Nc2ccccc2S/C1=C/Nc1cccc(Cl)c1	57	1	1.4	.	-57	7	96	11	.	6	2
O=C1C2=C(Nc3ccccc3SC2c2ccco2)c2ccccc21 (configuration not stated)	45	-15	1.6	-10	-45	-2	106	4	.	20	4
Cc1cc(C(F)(F)F)nn1CC(=O)NNC(=S)Nc1cccc(Cl)c1	11	-9	3.2	2	-11	12	98	2	-17	-6	-1
CCC(c1c(C)n(C)n(-c2ccccc2)c1=O)c1c(C)n(C)n(-c2ccccc2)c1=O	2	-8	-0.6	.	-2	-15	100	-1	-9	5	-2
O=C(c1cc2nc(-c3ccco3)cc(C(F)(F)F)n2n1)N1CCCCCC1	8	-7	0.8	6	-8	-5	98	-6	51	33	-5
CC(C)(C)CC(=O)NC(=S)N1CCCCCC1	14	3	2.4	6	-14	6	106	4	1	29	-1
CC(C)(O)C#Cc1ccc(C(=O)NCc2cccs2)s1	-7	0	-0.5	21	7	-14	.	-5	-2	0	-2
COc1ccc(NC(=O)CSc2nnc(C)n2Cc2ccccc2)cc1	9	0	0.9	-1	-9	-3	103	-8	-12	2	1
CN(CC(=O)NCCCN1CCOCC1)S(=O)(=O)c1cc(Cl)ccc1Cl	10	-3	-0.6	2	-10	-1	113	-2	-7	64*	0
Nc1cc2c(cc1[N+](=O)[O-])OCCOCCOCCO2	-11	-4	0.7	-4	11	1	.	-13	-27	10	4
COC(=O)[C@]1(Cc2ccccc2)N[C@H](CN(C)C(C)=O)[C@@H]2C(=O)N(C)C(=O)[C@@H]21	-23	4	-2.2	0	23	0	94	-5	.	-4	.
CCc1cc(=O)oc2cc(C)cc(OCC(=O)NCc3ccncc3)c12	-5	-8	-1.9	0	5	-1	103	-2	3	-6	5
COc1ccc(CNC(=O)C(=O)NCC(c2ccco2)N2CCOCC2)cc1 (configuration not stated)	11	5	-2.3	3	-11	0	93	-8	34	-4	-2
CCN(CC)C(=O)COc1ccc2oc(C)c(C(=O)OC)c2c1	13	-2	-0.1	12	-13	4	95	10	-3	32	-1
O=C(NC1CCCCCC1)c1ccc(CN2CCOCC2)cc1	2	-2	-1.0	57	-2	-2	108	-7	69	-1	-1
CCOc1ccccc1OCCOCCN1CCN(Cc2ccccc2)CC1	-13	3	-3.6	-1	13	-5	89	2	-14	0	-1
COc1ccc(-c2csc3ncnc(N4CCN(S(=O)(=O)c5ccc(C(C)=O)cc5)CC4)c23)cc1	5	-13	-0.1	-9	-5	-6	99	-8	16	51	1
COc1ccc2cc(CN(CCO)C(=O)c3ccc(Br)cc3)c(=O)[nH]c2c1	-2	-1	2.2	-11	2	-3	106	6	.	6	0
CCCCCCC1CCC(C(=O)Nn2c(C)nc3ccccc3c2=O)CC1 (configuration not stated)	47	-6	0.4	-3	-47	-17	98	-1	14	0	.
O=C(O)c1ccc2c(=O)n3c(nc2c1)/C(=C/c1ccc(C(F)(F)F)cc1)CC3	-25	2	-1.2	-9	25	-13	103	13	17	7	1
Cc1[nH]n(-c2ccc(Cl)c(Cl)c2)c(=O)c1CCO	-11	-6	-1.5	4	11	10	99	8	15	-6	0
CCOC(=O)N/N=C(\C)c1ccc(C)c([N+](=O)[O-])c1	-4	1	-1.9	-2	4	-4	104	1	5	1	-1
COc1ccc(NC(=S)c2ccc3ccccc3n2)cc1	-14	-5	-0.3	54	14	-7	108	3	221	-2	12
Cc1cc(C)c(OCC(=O)OC(C)C(=O)NCc2ccccc2)c(C)c1 (configuration not stated)	-29	4	-1.2	-6	29	0	103	-4	.	2	3
O=C(O)COc1ccc2c3c(c(=O)oc2c1)CCC3	-18	-10	0.5	1	18	-1	103	-4	-9	-3	-1
CC(NC(=O)c1cc2cc(Cl)ccc2oc1=N)c1ccccc1 (configuration not stated)	9	-16	1.2	-13	-9	3	.	13	-26	56*	1
CC(C)(C)NC(=O)C(=O)NNC(=O)COc1ccc(Br)cc1	3	-2	-2.0	-5	-3	-1	101	-10	6	-1	-3
CCn1c(C)c(C)c2cc(C(=O)NCCc3ccco3)ccc21	52	-4	.	2	-52	-17	100	-1	11	17	5
Cc1ccc(CC(=O)N2CCN(S(=O)(=O)c3ccccc3)CC2)cc1C	3	-1	2.2	-1	-3	2	102	-9	4	-3	-3
CN(C)CCn1c2c(c(SCC(=O)Nc3ccc4c(c3)OCCO4)nc1=O)CCCC2	-11	-2	-1.5	4	11	-7	99	5	3	-3	3
O=C1c2ccccc2S(=O)(=O)c2cc(C(=O)N3CCN(c4ccccc4)CC3)ccc21	12	-6	-1.1	13	-12	2	104	-4	-8	-3	.
CCOC(=O)CN(C(=O)c1snc(C(N)=O)c1N)C(C(=O)NCCC(C)C)c1ccc(F)cc1 (configuration not stated)	-4	-4	0.0	.	4	-2	117	-3	-8	19	0
COc1ccc(OCC(O)Cn2c(N)nc3c2c(=O)[nH]c(=O)n3C)cc1 (configuration not stated)	-9	-8	-3.1	0	9	-4	102	4	9	6	26
COc1cc(C[C@@H](C)[C@@H](C)Cc2ccc(O)c(OC)c2)ccc1O	-9	-1	1.2	6	9	-11	107	-3	20	7	.
CC1N(C)c2cc(NC(=O)c3ccco3)ccc2C1(C)C (configuration not stated)	-140	145*	-1.2	18	139*	6	98	2	2	3	3
O=C(C1CCN(c2nnc(-n3cccc3)s2)CC1)N1CCOCC1	-6	-1	-2.3	2	6	-18	102	0	-6	0	.
CC(C)CC(=O)NC(=S)Nc1ccccc1N1CCCC1	-12	-10	-2.7	.	12	11	105	-10	-4	13	24
C[C@]12C(=O)N(c3ccc(Cl)cc3)C(=O)N1[C@H]1c3ccccc3OC[C@@H]1[C@H]2c1ccccc1	43	-1	0.0	-1	-43	-2	116	-9	28	3	.
